GLP1R inv ag: qHTS of GLP-1 Receptor Inverse Agonists (Inhibition Mode); HEK293 GLP-1R CRE-luciferase, luminescence, 24 h; GLP-1R form is constitutively active; Potency, µM (top dose mostly 38.3 µM), inactives show at the top dose activity change, negative = inhibition, actives largely listed as inhibitors; 410,000 tested, 1.6% active; AID 624417, 2012; note: potency is the fitted concentration of half-maximal effect; % is set by controls: 0 for no effect and ±100 for the full control effect; nearly all actives have a fitted effect of over 55% in size
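Inverse agonists were sought by their lowering of basal cAMP reporter luciferase output in HEK293 cells stably carrying constitutively active human GLP-1R, after 24 h compound treatment.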
GLP1R cytotox: qHTS of GLP-1 Receptor Inverse Agonists: Cytotox Screen. HEK293 cAMP-luciferase reporter cells, luminescence, 24 h. Potency, µM (series often up to 38.3 µM), inactives show at the top dose activity change, negative = inhibition, hits mostly inhibitors. 410,000 tested, 0.13% active;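 note: loss of luciferase light is scored as toxicity; potency is the fitted concentration of half-maximal effect; % is set by controls: 0 for no effect and ±100 for the full control effect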
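Compound-treated cells are incubated 24 hr at 37 deg C under 5% CO2 after a 12 hour attachment period, then luciferase detection reagent is added and luminescence is measured following 12 min at room temperature; lowered signal indicates toxicity.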
TDP43 rescue: qHTS of TDP-43 Inhibitors; TDP-43 expressing yeast growth rescue, BacTiter-Glo, 24 h; AID 652104, 2013; 410,000 tested, 1.8% active; Potency, µM (doses to about 46.1 µM), inactives show at the top dose growth rescue (activation), usual class: activators; note: potency is the fitted concentration of half-maximal effect; % of control where 0% means no effect; nearly all actives have a fitted effect of over 50% in size
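Galactose-induced TDP-43 yeast, OD600=0.02, compound pinned; 24 hr, 30 deg C; BacTiter-Glo luminescence for growth. Inhibitors of TDP-43 toxicity read as activators.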
GLP-1R agonist: qHTS of GLP-1 Receptor Agonists; Potency, µM (highest dose often 45.6 µM), for the others: at the top dose activation, hits mostly activators; 380,000 tested, 0.007% active; HEK293 GLP-1R CRE-luciferase, luminescence, 4-6 h; cells express a hypersensitive GLP-1R form; Glucagon-like peptide 1 receptor (Homo sapiens), P43220; note: potency is the fitted concentration of half-maximal effect; % of control where 0% means no effect
PTHR1 agonist: qHTS for PTHR1 Agonists: Primary Screen; HEK293 GP2 PTHR1 cells, GloSensor cAMP luminescence, 1 h; Potency, µM (series often up to 115 µM), without a hit: at the top dose activation, usual class: activators; 410,000 tested, 0.075% active; note: potency is the fitted concentration of half-maximal effect; nearly all actives have a fitted effect of over 55% in size; some results filed as inactive show a strong effect at the top dose; inactives centre near -15; many of its hits are not listed in these tables
Target sequence (Q03431 whole entry, looked up): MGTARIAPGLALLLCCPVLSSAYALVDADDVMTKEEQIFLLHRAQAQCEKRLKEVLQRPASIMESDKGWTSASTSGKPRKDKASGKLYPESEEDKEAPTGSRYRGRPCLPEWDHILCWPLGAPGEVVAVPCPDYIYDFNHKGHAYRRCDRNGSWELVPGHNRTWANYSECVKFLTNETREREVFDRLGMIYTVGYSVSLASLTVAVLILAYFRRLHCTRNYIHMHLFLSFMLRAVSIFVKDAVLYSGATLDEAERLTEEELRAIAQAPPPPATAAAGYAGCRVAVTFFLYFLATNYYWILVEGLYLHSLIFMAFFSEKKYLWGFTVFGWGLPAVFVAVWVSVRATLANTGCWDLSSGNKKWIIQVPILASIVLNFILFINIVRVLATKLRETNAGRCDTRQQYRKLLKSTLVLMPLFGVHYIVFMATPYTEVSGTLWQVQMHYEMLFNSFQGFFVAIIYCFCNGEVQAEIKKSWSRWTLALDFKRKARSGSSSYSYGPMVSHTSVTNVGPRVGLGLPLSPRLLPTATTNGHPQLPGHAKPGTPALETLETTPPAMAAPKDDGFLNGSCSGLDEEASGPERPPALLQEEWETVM
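HEK-293-derived GP2 cells expressing PTHR1 and a GloSensor cAMP reporter, 3,000/well, plated overnight, given luciferin plus IBMX (each 0.5 mM as added) for 1 h at 37 °C, then compound for 1 h at 37 °C. Luminescence was read after 15 min at room temperature.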
aSyn rescue: qHTS of alpha-syn Inhibitors. Potency, µM (highest dose often 46.1 µM), for inactives: at the highest dose growth rescue (activation), usual class: activators. 370,000 tested, 0.14% active. AID 652106, 2013. Yeast expressing alpha-synuclein, growth rescue, BacTiter-Glo, 24 h; note: potency is the fitted concentration of half-maximal effect; % of control where 0% means no effect; nearly all actives have a fitted effect of over 65% in size
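Screening used galactose-induced yeast with toxic alpha-synuclein levels, exposed to compound for 24 hr at 30 deg C. Cell growth, read with BacTiter-Glo luminescence, gave the measured signal.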
KB-V1 MDR tox: qHTS assay for MDR1-selective chemotherapeutics: Primary screen using the drug-selected MDR subline cells KB-V1; KB-V1 MDR cells viability, CellTiter-Glo, 72 h; Potency, µM (top dose mostly 46.1 µM), for the others: at the top dose activity change, negative = cytotoxicity, usual class: cytotoxic; 400,000 tested, 3.4% active; AID 1347076, 2019; note: potency is the fitted concentration of half-maximal effect; % is set by controls: 0 for no effect and ±100 for the full control effect; nearly all actives have a fitted effect of over 60% in size
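Drug-selected KB-V1 cells, grown in DMEM lacking phenol red with 10% FBS, receive compound titrations; after three days at 37 degrees C, surviving cell ATP is quantified by CellTiter-Glo luminescence and responses normalized and curve-fitted.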
DRD3 agonist: qHTS of D3 Dopamine Receptor Agonist: qHTS | D(3) dopamine receptor (Homo sapiens), P35462 | D3R DiscoveRx beta-arrestin cells, luminescence, 90 min | max activation, % | 410,000 tested, 0.58% active | AID 652048, 2013; in the data active = max activation above about 30%; note: 0% is about no effect; mostly tested at two doses, the higher about 12 µM
Target sequence (P35462 whole entry, looked up): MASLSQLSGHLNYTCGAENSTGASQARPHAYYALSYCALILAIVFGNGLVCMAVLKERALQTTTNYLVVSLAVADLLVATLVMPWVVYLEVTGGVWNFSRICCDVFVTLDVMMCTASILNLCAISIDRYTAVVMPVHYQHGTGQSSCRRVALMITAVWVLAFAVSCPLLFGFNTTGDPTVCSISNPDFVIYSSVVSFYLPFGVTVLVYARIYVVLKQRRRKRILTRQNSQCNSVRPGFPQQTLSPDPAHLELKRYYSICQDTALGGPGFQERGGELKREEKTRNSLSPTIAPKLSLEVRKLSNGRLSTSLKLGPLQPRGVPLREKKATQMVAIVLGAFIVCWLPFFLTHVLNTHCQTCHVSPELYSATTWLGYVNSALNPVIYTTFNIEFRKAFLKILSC
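Agonist-mode cell screen: cells plated at 1500/well and incubated overnight at 37 °C, then exposed to library compounds for 90 min at 37 °C. Detection reagent was added for 30–60 min at room temperature, and luminescence was read.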
D3 antag: qHTS of D3 Dopamine Receptor Antagonist: qHTS; D(3) dopamine receptor (Homo sapiens), P35462; D3R cells, DiscoveRx beta-arrestin luminescence, antagonist mode; hits give low values; max response, negative = inhibition, %; 360,000 tested, 2.5% active; AID 652054, 2013; in the data active = max response below about -50%; inconclusive = no clear call, values can overlap the other calls; note: % is set by controls: 0 for no effect and ±100 for the full control effect; mostly tested at two doses, the higher about 12 µM
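Cells plated overnight at 1500 cells/well, then exposed to library compounds with dopamine controls for 90 minutes at 37 degrees C. DiscoveRx reagent added for 30–60 minutes at room temperature; luminescence read, quantitative HTS format.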
* marks the source's active call; other numbers are inactive results; i = inactive; ? = inconclusive; . = no result given; & = joins results of further samples; [ ] = another dose, or the depositor's remark. Unless noted, calls come from the whole dose curve; as a rule, active = well fitted curve in the direction sought with a large enough effect; inconclusive = small, poorly fitted or top-dose-only effect, or another doubt; inactive = no such curve, though single readings can be large; an effect the other way counts as inactive or inconclusive. The list is partial; count on the stated rates, not on these rows.

SMILES	GLP1R inv ag	GLP1R cytotox	TDP43 rescue	GLP-1R agonist	PTHR1 agonist	aSyn rescue	KB-V1 MDR tox	DRD3 agonist	D3 antag
O=C(NC12CC3CC(CC(C3)C1)C2)c1cnccn1	1%	11%	9%	-14%	i	6%	17%	1	17
NNC(=S)NCc1ccc2c(c1)OCO2	?	?	12%	5%	-17%	-19%	?	1	-25
CC(C)CC(=O)NC(=S)Nc1ccc(S(=O)(=O)N2CCN(C)CC2)cc1	-3%	18%	10%	2%	-20%	4%	-27%	-5	2
COc1cc2nc(CN(CCC(C)C)Cc3nc4cc(OC)c(OC)cc4c(=O)[nH]3)[nH]c(=O)c2cc1OC	13%	53%[activator]	0%	0%	26%[57.5 µM]	4%	-29%	4	-1
CC(=O)CC1c2cc(F)ccc2C=C(c2ccsc2)N1c1ccc(C#CC2(O)CCCCC2)cc1 (stereo not given)	?	-7%	27%	5%	-10%	9%	?	3	-14
Cc1ccc(C)c(N2CCN(CCCNC(=O)c3ccc4nc(CCc5ccccc5)oc4c3)CC2)c1	5%	-4%	-16%	.	0%	.	.	-20	.
O=C(/C=C/c1ccc(O)c(O)c1)O[C@@H]1C[C@](O)(C(=O)O)C[C@@H](O)[C@H]1O	-4%&5%	-5%&4%	24%&3%	-2%&-2%	i	-11%&1%	6%&9%	21&-29	?
COc1ccc(OCC(O)CNC(=O)c2sccc2Cl)cc1 (stereo not given)	-12%	-17%	1%	6%	-13%	1%	-2%	2	-7
COc1ccc(C(=O)O)cc1NC(=S)NC(=O)/C=C/c1ccc(C(C)C)cc1	22%	-7%	-10%	8%	i	-8%	45%	-6	-9
COc1ccc(C(=O)NCC(c2cccs2)S(=O)(=O)c2ccc(C)cc2)cc1 (stereo not given)	?	-1%	13%	.	-23%	.	0%	-17	.
CCc1cc(=O)oc2c3c(cc(OCC(=O)Nc4cccnc4)c12)OC(C)(C)CC3	-3%	-17%	?	?	-38%[inhibitor]	3%	16µM*	9	59
COc1ccc(-c2[nH]ncc2CN(C)Cc2cccnc2)c(OC)c1	-31%	-7%	0%	-6%	-57%[inhibitor]	-4%	0%	16	-9
CCc1noc(C)c1C(=O)N1CCN(S(=O)(=O)c2ccc(C)cc2)CC1	-7%	19%	-20%	6%	-18%	2%	-7%	-7	-17
CN(Cc1ccccc1Br)C(=O)CN1C(=O)NC2(CCCCCC2)C1=O	?	-1%	11%	-3%	-39%[inhibitor]	1%	0%	-10	-6
COc1cccc(/C=C(/C#N)c2nc3ccccc3[nH]2)c1OC(C)C(=O)O (stereo not given)	2%	6%	5%	-3%	i	-1%	12%	2	9
COC(=O)n1ccc(C(=O)Nc2ccccc2F)n1	0%	27%	10%	1%	i	-3%	-14%	-8	-11
O=C(c1c[nH]c2ccccc12)C(F)(F)F	0%	4%	12%	0%	-10%	-8%	9%	3	4
Cc1cc(C(=O)NNC(=O)c2ccccc2O)c(C)o1	-16%	-22%	7%	-3%	-3%	-2%	-9%	7	0
CCOC(=O)c1ccc(-n2c(C)nc3c(cnn3-c3ccccc3Cl)c2=O)cc1	?	1%	15%	1%	i	2%	-5%	-2	33
COc1ccc(NC(=O)CSc2ccc(-c3ccco3)nn2)cc1OC	74%[activator]	1%	11%	18%	-3%	-5%	?	1	3

Compounds listed so far containing a COOH group:
SMILES	GLP1R inv ag	GLP1R cytotox	TDP43 rescue	GLP-1R agonist	PTHR1 agonist	aSyn rescue	KB-V1 MDR tox	DRD3 agonist	D3 antag
O=C(/C=C/c1ccc(O)c(O)c1)O[C@@H]1C[C@](O)(C(=O)O)C[C@@H](O)[C@H]1O	-4%&5%	-5%&4%	24%&3%	-2%&-2%	i	-11%&1%	6%&9%	21&-29	?
COc1ccc(C(=O)O)cc1NC(=S)NC(=O)/C=C/c1ccc(C(C)C)cc1	22%	-7%	-10%	8%	i	-8%	45%	-6	-9
COc1cccc(/C=C(/C#N)c2nc3ccccc3[nH]2)c1OC(C)C(=O)O (stereo not given)	2%	6%	5%	-3%	i	-1%	12%	2	9

(listing goes on)
SMILES	GLP1R inv ag	GLP1R cytotox	TDP43 rescue	GLP-1R agonist	PTHR1 agonist	aSyn rescue	KB-V1 MDR tox	DRD3 agonist	D3 antag
COc1ccc(S(=O)(=O)N2CCC(C(=O)NCC3CCCO3)CC2)cc1OC (stereo not given)	-2%[7.66 µM]	-6%[7.66 µM]	-15%[9.22 µM]	7%	i	-1%	29%	1	5
CCOC(=O)c1c(C)[nH]c(C(=O)Cn2c(=O)c3c(ncn3CC)n(Cc3ccccc3)c2=O)c1C	-9%	-12%	-4%	11%	i	-7%	?	7	28
C=CCN(C(=O)CNC(=O)c1ccco1)C(C(=O)NC1CCCCC1)c1ccc(OC)cc1OC (stereo not given)	7%	-6%	-6%	-1%	i	-18%	9%	0	-4
C/C(N)=C(/C#N)C(=O)COC(=O)CNS(=O)(=O)c1c(F)cccc1F	8%	-1%	9%	5%	-11%	8%	-15%	2	14
COc1cc(OC)cc(C(=O)Nc2cccc(-c3cn4cccnc4n3)c2)c1	31%[activator]	7%	2%	.	-1%	.	3%	-10	.
O=C(COC(=O)c1cc(=O)[nH]c2ccccc12)NCc1ccc(F)cc1	5%	1%	-4%	-1%	-22%	-4%	?	-3	-7
CC(=O)CC1(O)C(=O)N(CN2CCN(c3ccccc3)CC2)c2ccccc21 (stereo not given)	?	16%	-9%	-9%	-23%	-3%	-14%	-24	-58*
CCCNC(=O)c1ccc(N2CCC3(CC2)CC(c2ccccc2)=NO3)c(NC(=O)Cc2ccc(F)cc2)c1	-26%	-14%	26%	-1%	-19%	2%	5%	-3	12
O=C(c1ccc2snnc2c1)N1CCCCC1	-20%	7%	9%	-9%	i	3%	-4%	3	1
CC1=NN(C(=O)COc2ccccc2)C(O)(c2ccccc2)C1 (stereo not given)	-13%	-21%	15%	-6%	-5%	6%	28%	0	12
Cc1ccc(Cn2ccc(NC(=O)c3cc(CC(C)C)on3)n2)cc1	?	-4%	?	6%	-15%	2%	13%	0	-7
COC1=C(Nc2ccc(OC)cc2)C(=O)c2ccccc2C1=O	?	-10%[1.53 µM]	18µM*	18%	-50%[inhibitor]	-16%	?	1	19
CCN(CC)c1ccc(S(=O)(=O)N2CCOCC2)cc1NC(=O)CSc1n[nH]c(N)n1	5%	3%	-10%	-1%	-2%	-3%	1%	-3	-2
Cc1cc(C)cc(-n2c(SCC(=O)Nc3nnc(C)s3)nc3c([nH]c4ccccc43)c2=O)c1	2%	-1%	32%	-2%	i	2%	12%	5	.
Cc1cc([N+](=O)[O-])nn1Cc1ccccc1F	1%	-12%	0%	12%	-58%[inhibitor]	0%	14%	0	23
Cc1ccc(C)c(OCC(=O)Nc2ccc(S(=O)(=O)Nc3ccccn3)cc2)c1	5%	-18%	-23%	-3%	-19%	-3%	0%	-3	13
Cc1nnsc1C(=O)Oc1ccccc1Cl	-10%	5%	8%	.	-16%	.	4%	9	.
COC(=O)c1ccc(C2=NOC(C)(c3sc(-c4ccccc4)nc3C)C2)cc1 (stereo not given)	19%	2%	14%	21%	-9%	12%	-11%	-9	11
COc1ccccc1CCC(=O)NNC(=O)c1ccccc1	7%	5%	-5%	2%	i	3%	2%	-5	6
CC(=O)Nc1ccc(C(=O)Nc2cc(C(F)(F)F)ccc2-n2cnc3ccccc32)cc1	34%[activator]	0%	-2%	3%	i	2%	-1%	5	18
CN(Cc1ccccc1)Cc1nc2c(c(=O)n(C)c(=O)n2C)n1Cc1ccc(Cl)cc1	-14%	-5%	24%	-7%	-31%[inhibitor]	1%	?	7	22
COc1ccc(NC(=O)CSc2nc(-c3cccs3)cc(C(F)(F)F)c2C#N)cc1	13%	-6%	19%	.	-4%	.	18%	3	.
COc1ccc(CC(=O)NCc2nc3cccnc3n2Cc2ccc(F)cc2)cc1OC	1%	0%	4%	.	-3%	.	.	-22	.
Cc1cccc(C(=O)OC(C)C(=O)NC2CCCc3ccccc32)c1O (stereo not given)	11%	-18%	-13%	8%	-10%	-5%	-3%	-10	0
CCc1ccc(NC(=O)C(=O)NCC(c2cccnc2)N2CCN(Cc3ccccc3)CC2)cc1 (stereo not given)	8%	6%	-4%	.	-81%[inhibitor]	.	-5%	-12	.
O=C(/C=C/c1ccccc1)Nc1cc(NC(=O)/C=C/c2ccccc2)cc(C(=O)O)c1	-7%	-20%	-3%	-1%	i	-6%	28%	-9	-9
Cc1cc(CN(C)C(=O)CC2C(=O)NCCN2Cc2c(F)cccc2Cl)on1 (stereo not given)	-11%	7%	-17%	8%	-17%	2%	-21%	6	-12
O=C(CSCc1ccc(Cl)cc1)Nc1ccc(S(=O)(=O)N2CCOCC2)cc1	?	5%	7%	16%	-29%	3%	-1%	1	6
O=C(Nc1nnc(C2CCCC2)s1)C1CCC1	11%	23%	12%	8%	i	3%	-16%	1	1
COc1ccc(-n2c(SCC(=O)Nc3nccs3)nnc2-c2ccc(Cl)cc2)cc1	3%	-2%	-2%	9%	-7%	-6%	9%	3	1
O=C(c1ccccc1Cl)N1CCC(O)(c2cccnc2)CC1	27%	-2%	7%	0%	i	1%	-2%	5	15
Cc1cccc2cc(CN(CCCN3CCOCC3)Cc3nnnn3C(C)(C)C)c(=O)[nH]c12	0%	-1%	-10%	-1%	-21%[57.5 µM]	2%	14%	-8	-7
CSc1ccc(/C=C/c2cc(=O)c3ccccc3[nH]2)cc1	-23%	44%[activator]	-4%	6%	-38%	-6%	3.7µM*	-3	-23
Cc1cc(C(=O)N/N=C/c2ccccn2)c2ccccc2n1	6%	4%	-14%	1%	-19%	1%	10%	-1	-2

Screening data (PubChem BioAssay)
